Mtb RmlCD inh = M. tuberculosis RmlC/RmlD coupled enzyme inhibitors, primary screen, biochemical, compound mixtures, 384-well, from 1536-well plates | hit rate 0.03% among 160,000 | AID 1533, 2009 | RmlC+RmlD coupled enzyme assay, percent inhibition; primary screen in compound mixtures | inhibition, % at 3.6 µM | dTDP-4-dehydrorhamnose reductase (Mycobacterium tuberculosis (strain ATCC 25618 / H37Rv)) …; in the data active = inhibition mostly above about 34%, no sharp cut-off; note: some results filed as inactive read as strong as hits
Target sequence (P9WH09 whole entry, looked up): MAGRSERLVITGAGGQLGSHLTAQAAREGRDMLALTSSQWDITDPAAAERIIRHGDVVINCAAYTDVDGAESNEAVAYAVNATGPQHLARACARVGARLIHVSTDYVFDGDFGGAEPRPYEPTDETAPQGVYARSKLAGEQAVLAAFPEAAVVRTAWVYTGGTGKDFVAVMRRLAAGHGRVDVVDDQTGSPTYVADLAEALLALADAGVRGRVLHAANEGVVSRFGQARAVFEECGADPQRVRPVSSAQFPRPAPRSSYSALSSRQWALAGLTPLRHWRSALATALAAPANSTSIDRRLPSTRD
Target sequence (P9WH11 whole entry, looked up): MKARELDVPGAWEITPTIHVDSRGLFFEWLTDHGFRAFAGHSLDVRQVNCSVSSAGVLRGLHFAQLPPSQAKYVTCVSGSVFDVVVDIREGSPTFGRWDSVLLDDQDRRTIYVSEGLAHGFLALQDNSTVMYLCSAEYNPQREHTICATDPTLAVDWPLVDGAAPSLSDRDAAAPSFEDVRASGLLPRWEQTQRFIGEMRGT
M. tuberculosis GlmU = inhibition of mycobacterial GlmU enzyme – biochemical, glucosamine-1-phosphate acetyltransferase (AID 1376) | inhibition, %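 (tested at 30 µM in the primary screen)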; hits with a dose series show IC50 in µM | hit rate 0.25% among 220,000 | M. tuberculosis GlmU acetyltransferase enzyme assay; higher % means a stronger effect | Bifunctional protein GlmU (Mycobacterium tuberculosis (strain ATCC 25618 / H37Rv)); in the data active = inhibition above about 13%;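 note: 0% = complete reaction with vehicle and 100% = reaction without substrate; strong numbers were not always called active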
The depositor's hits bear a star; . = no result given; & = joins results of further samples. A portion of the library; count on the stated rates, not on these rows.

SMILES	Mtb RmlCD inh	M. tuberculosis GlmU
COC(=O)C1=C(C)N(C)C(=S)NC1c1ccc(OC)cc1OC (configuration not stated)	2	-1.1%
CC(=O)Nc1ccc(S(=O)(=O)NCC(=O)OCC(=O)c2cc(C)n(-c3ccc4c(c3)OCO4)c2C)cc1	2	-2.6%
CCC(=O)Nc1cc(-c2nn(C)c(=O)c3ccccc23)ccc1N1CCCCC1	-3	-0.9%
O=C(O)CCCC(=O)N1N=C(c2ccccc2)CC1c1cccs1 (configuration not stated)	-1	-5.6%
CCCC(C)c1nnc(NC(=O)C2CCCO2)s1 (configuration not stated)	7	3.7%
Cc1ccc(S(=O)(=O)c2c(N)n(C)c3nc4ccccc4nc23)cc1	4	0.5%
CC(C)C(NC(=O)c1ccc2c(c1)OCO2)C(=O)N/N=C\c1ccco1 (configuration not stated)	10	3.0%
CCN(CC)S(=O)(=O)c1cccc(-c2nnc(SCC(=O)NC3CCCCCCC3)n2N)c1	.	1.8%
O=C(c1c[nH]c2ccc(S(=O)(=O)N3CCOCC3)cc2c1=O)N1CCN(c2ccccn2)CC1	-6	-4.8%
CCCCCn1c(CN2CCN(Cc3ccccc3)CC2)nc2c1c(=O)n(C)c(=O)n2C	12	-2.0%
C[C@H](NC(=O)c1[nH]cnc1C(=O)Nc1ccccc1)C(=O)OC(C)(C)C	-11	2.6%
C/C(=N\NC(=O)c1ccco1)c1ccc(NC(=O)c2ccccc2)cc1	10	-2.5%
CC1CCc2nc(NC(=O)C3CCCO3)sc2C1 (configuration not stated)	.	0.4%
COc1ccc2c(c1)CC/C(=C\C=C\c1ccccc1OC)C2=O	.	2.7%
COc1cc(OC)cc(C(=O)N[C@H](C(=O)Nc2cc(C)cc(C)c2)C(C)C)c1	.	0.8%
c1ccc(NCc2ccccn2)cc1	-10	-2.2%
CSc1nc2nc3c(cc2c(=O)n1-c1ccccc1C)COC(C)(C)C3	10	-4.1%
CCCN(CCC)CCNS(=O)(=O)c1ccc2c(c1)CCN2C(=O)C1CCC1	-4	6.2%
CC(C)[C@H](NC(=O)Nc1ccccc1F)C(=O)O	-9	-1.1%
CC(Sc1ccccc1)C(=O)Nc1ccc(S(=O)(=O)N2CCOCC2)cc1 (configuration not stated)	7	-5.1%
Cc1cc(-c2[nH]nc3c2C(c2cccc(O)c2)C(C#N)=C(N)O3)c(C)s1 (configuration not stated)	-2	-2.8%
CCN(CC)CCC(c1ccc(N(C)C)cc1)c1c(O)cc(OC)cc1OC (configuration not stated)	.	1.8%
O=C(Nc1ccc(O)c2c(=O)cc(-c3ccccc3Cl)oc12)c1ccc(Cl)c(Cl)c1	.	0.2%
COc1ccc(OC)c(-c2csc(N(CC3CCCO3)C(=O)Cc3ccccc3)n2)c1 (configuration not stated)	-10	2.2%

The closing 4 compounds of the section before come first, to join the parts.
SMILES	Mtb RmlCD inh	M. tuberculosis GlmU
Cc1cc(-c2[nH]nc3c2C(c2cccc(O)c2)C(C#N)=C(N)O3)c(C)s1 (configuration not stated)	-2	-2.8%
CCN(CC)CCC(c1ccc(N(C)C)cc1)c1c(O)cc(OC)cc1OC (configuration not stated)	.	1.8%
O=C(Nc1ccc(O)c2c(=O)cc(-c3ccccc3Cl)oc12)c1ccc(Cl)c(Cl)c1	.	0.2%
COc1ccc(OC)c(-c2csc(N(CC3CCCO3)C(=O)Cc3ccccc3)n2)c1 (configuration not stated)	-10	2.2%
CC(C)CC(=O)NCc1ccc(F)cc1	8	0.3%
O=C(c1cccs1)c1coc2ccc(O)c(CN3CCOCC3)c12	.	-3.8%
Cc1ncc([N+](=O)[O-])n1CCOC(=O)NC(NCc1ccccc1Cl)C(Cl)(Cl)Cl (configuration not stated)	15	0.0%
N#Cc1ccccc1NC(=O)Nc1ccc(Cl)cc1	-12	1.6%
CCOC(=O)C1CCN(C(=O)c2cc3c(=O)n4ccccc4nc3n2C)CC1	-7	0.3%
COc1ccc([N+](=O)[O-])cc1N(CC(O)CN1CCCCC1)S(=O)(=O)c1ccc(C)cc1 (configuration not stated)	-6	6.2%
CSc1ccc(CN2C(=O)NC3(CCCCC3)C2=O)cc1	-6	-2.4%
CC(C)c1nc(SCC(=O)N2CC(=O)Nc3ccccc32)c2ccccc2n1	-6	-0.6%
CCN1CCCC1CNC(=O)C(=O)NC1CC1 (configuration not stated)	-4	-1.5%
COc1ccc(S(=O)(=O)CC(=O)Nc2ccccc2Cl)cc1	8	1.9%
CN=c1scc(-c2ccc(F)cc2)n1/N=C/c1ccc(O)c(O)c1	4	3.2%
CC(=C1C(=O)c2ccccc2C1=O)N1CCc2ccccc2C1	13	5.3%
CCOc1ccc(NC(=O)CSc2nc(-c3cccs3)cc(C(F)(F)F)n2)c([N+](=O)[O-])c1	-12	5.7%
Cc1ccc(S(=O)(=O)NC(=O)CSc2nc3ccccc3s2)cc1	5	-4.8%
Cc1cc(C)c(OCC(=O)OCCNC(=O)c2cccnc2)c(C)c1	-3	4.0%
COCCn1nc2cc(C(=O)NCC34CC5CC(CC(C5)C3)C4)ccc2c1OC	.	0.3%
CCN(CC)Cc1c(NC(=O)c2ccccc2)sc(C)c1C	-4	1.8%
O=C(Nc1cccnc1)c1ccc2c(c1)C(=O)N(CC1CCCO1)C2=O (configuration not stated)	-10	0.1%
COc1ccc(-c2nc(CC(=O)O)cs2)cc1	4	-2.0%
O=c1nc(SCc2c(F)cccc2Cl)nc(-c2ccccc2)[nH]1	4	2.7%
CCOC(=O)c1sc(NS(=O)(=O)c2ccccc2Cl)nc1C	.	3.7%
O=C(CN1C2=NCCN2c2ccccc21)c1ccco1	.	5.4%
CCN(CC)c1ccc(NC(=O)Nc2ccc(C(C)=O)cc2)cc1	.	-4.7%
CC(C)(C)Cc1nnc(NC(=O)Cc2ccc([N+](=O)[O-])cc2)s1	.	0.8%
O=C(O)C1CCN(C(=O)c2csc(-c3ccc4c(c3)CCO4)n2)CC1	.	-0.5%
Cc1nn(C(C)(C)C)c(OC(=O)c2cccs2)c1Sc1ccccc1	-2	2.2%
CC1=NN(C(=O)Cc2ccc([N+](=O)[O-])cc2)C(O)(c2cccnc2)C1 (configuration not stated)	-2	5.9%
COc1ccc(C2CC(=O)N3C(=C2C#N)SCC3(O)c2ccccc2)cc1 (configuration not stated)	6	3.3%
O=C(/C=C/c1cccc(O)c1)c1cccnc1	13	3.2%
O=C(Nc1cccc(Cl)c1)Nc1csc([N+](=O)[O-])c1	-7	.
CCN1CCCC1CN(Cc1cc2cc(OC)ccc2[nH]c1=O)C(=O)NCc1ccccc1 (configuration not stated)	39	0.4%
CN1C(N)=NC(=O)/C1=C/c1ccc(F)cc1	8	-5.0%
C=CCOC(=O)C(C#N)c1nc2ccccc2nc1N1CCN(c2ccccc2OCC)CC1 (configuration not stated)	8	-2.5%
Cc1cc(NCc2ccccn2)nc2ccccc12	7	0.1%
COc1ccc(C2C3=C(Nc4ncnn42)c2ccccc2CCC3)cc1 (configuration not stated)	5	-1.4%
CC(C)(CNC(=O)c1ccc(S(=O)(=O)N2CCCC2)cc1)N1CCOCC1	-15	4.6%

A draw from above in order of SMILES length, rising.
SMILES	Mtb RmlCD inh	M. tuberculosis GlmU
COc1ccc(S(=O)(=O)CC(=O)Nc2ccccc2Cl)cc1	8	1.9%
C/C(=N\NC(=O)c1ccco1)c1ccc(NC(=O)c2ccccc2)cc1	10	-2.5%
COc1ccc(OC)c(-c2csc(N(CC3CCCO3)C(=O)Cc3ccccc3)n2)c1 (configuration not stated)	-10	2.2%

(next part)
SMILES	Mtb RmlCD inh	M. tuberculosis GlmU
CCCn1c(SCC(=O)N2CCCC(C)C2)nnc1-c1ccccn1 (configuration not stated)	-3	-1.0%
Fc1ccccc1NC(=S)Nc1ccc(CN2CCOCC2)cc1	.	-0.9%
Cc1onc(C(=O)/C=C/N(C)C)c1C(=O)Nc1nccs1	4	-1.1%
Cn1cc(Cl)c(-c2nc3ccccc3[nH]2)n1	.	-0.4%
COc1ccccc1NC(=O)c1ccc(C)s1	.	-1.7%
CC(=O)c1ccc(N2C(=NC(=O)C(C)C)SC3CS(=O)(=O)CC32)cc1 (configuration not stated)	3	-2.6%
CCc1ccc(N2CC(C(=O)Nc3cc(C)ccc3F)CC2=O)cc1 (configuration not stated)	.	-5.0%
COC(=O)c1cn(NC(=O)c2cccc(OC)c2)c(=O)c2ccccc12	.	8.6%
CCC(=O)N1c2ccccc2-c2nnc(SC)nc2OC1c1ccc(N(C)C)cc1 (configuration not stated)	.	0.5%
COc1cccc(-c2ccc(=O)n(CC(=O)Nc3cc4c(cc3NC(C)=O)OCCO4)n2)c1	-4	-1.7%
O=C(Nc1ccc(F)cc1)C1CCN(c2nnnn2-c2ccccc2)CC1	9	3.6%
C=CCNC(=O)c1ccc([N+](=O)[O-])c(Cl)c1	18	-0.6%
Cc1ccc(CNCC(O)(c2ccccc2)c2ccc(Cl)cc2)cc1 (configuration not stated)	7	1.0%
CCSc1ncc(Cl)c(C(=O)Nc2sc3c(c2C(=O)NCc2cccnc2)CCCC3)n1	.	-3.2%
O=C1c2cccc3c([N+](=O)[O-])c(O)cc(c23)C(=O)N1Nc1ccccc1	10	0.1%
O=c1c2ccccc2c(C=Nc2cccc(S(=O)(=O)NCc3ccco3)c2)c(O)n1-c1ccc(Cl)cn1	10	-2.7%
COc1cc(-c2noc(CCCC(=O)NCc3ccco3)n2)cc(OC)c1OC	5	-1.5%
C=CC[n+]1c(/C=C2\C=Cc3cc(C)ccc3N2CC)ccc2ccccc21	-11	-1.3%
Cc1ccc(-c2nnc(SCC(=O)N/N=C/c3c(C)nn(-c4ccccc4)c3C)n2-c2ccccc2)cc1	13	-4.0%
O=C(/C=C/c1ccc2c(c1)OCCCO2)c1ccccc1O	15	-0.1%
Cc1ccc2nc(Nc3nc(C)cc(C(F)(F)F)n3)nc(C)c2c1	14	3.3%
CC(C)(C)NC(=O)CSc1n[nH]c(=O)n1-c1ccccc1	.	2.6%
CN(C)c1nccc(N(Cc2ccccc2)Cc2ccccc2)c1C#N	.	-6.1%
COc1ccc2c(c1)sc1nc(-c3ccccc3)cn12	8	2.9%

Single records (already shown). Order of screens: Mtb RmlCD inh	M. tuberculosis GlmU
CCSc1ncc(Cl)c(C(=O)Nc2sc3c(c2C(=O)NCc2cccnc2)CCCC3)n1 across the screens: .	-3.2%
Cc1ccc2nc(Nc3nc(C)cc(C(F)(F)F)n3)nc(C)c2c1 across the screens: 14	3.3%
C=CC[n+]1c(/C=C2\C=Cc3cc(C)ccc3N2CC)ccc2ccccc21 across the screens: -11	-1.3%
Cc1ccc(-c2nnc(SCC(=O)N/N=C/c3c(C)nn(-c4ccccc4)c3C)n2-c2ccccc2)cc1 across the screens: 13	-4.0%

Fetched by compound from the entries so far:
SMILES	Mtb RmlCD inh	M. tuberculosis GlmU
O=C1c2cccc3c([N+](=O)[O-])c(O)cc(c23)C(=O)N1Nc1ccccc1	10	0.1%
Cc1ccc(-c2nnc(SCC(=O)N/N=C/c3c(C)nn(-c4ccccc4)c3C)n2-c2ccccc2)cc1	13	-4.0%

Going on with the list:
SMILES	Mtb RmlCD inh	M. tuberculosis GlmU
N#C/C(=N\Nc1cccc([N+](=O)[O-])c1)C(=O)c1ccc(Br)cc1	-11	4.0%
CC(=O)c1ccc(OCC(O)CN2CCN(Cc3ccc4c(c3)OCO4)CC2)cc1 (configuration not stated)	6	-1.4%&-2.3%
COc1ccc(CS(=O)(=O)CC2(O)CCN(C(=O)c3cccc(C(F)(F)F)c3)CC2)cc1	-10	-4.0%
O=S(=O)(c1ccc(-c2csc(Nc3ccc(F)cc3)n2)cc1)N1CCCC1	10	2.3%
COc1cccc(OC)c1C(=O)Nc1nc2cc3c(cc2s1)OCO3	-4	-4.7%
Cn1cccc1Cc1nnc(SCC(=O)Nc2cccc(Cl)c2)n1-c1ccc(F)cc1	-8	3.0%
CC(C)c1ccc(C(=O)NC(=S)Nc2ccc3[nH]c(=O)[nH]c3c2)cc1	8	1.4%
Cc1ccc(N(CC(=O)NCc2ccccc2Cl)S(=O)(=O)c2cccs2)cc1	.	-0.4%
CCNC(=S)NCc1ccc(Cl)cc1	.	5.5%
Oc1ccc(C=NCC2COc3ccccc3O2)cc1 (configuration not stated)	10	3.7%
CC(=S)c1c(C)cc2cc(C)ccn12	26	-4.3%
Cc1nnc(C)n1/N=C/c1cccnc1	4	-0.9%
Cc1cccc2cc(CN(Cc3cccs3)C(c3nnnn3C3CCCC3)C(C)C)c(=O)[nH]c12 (configuration not stated)	5	0.9%
CCN1CCc2c(OCC(=O)N3CCCCC3)cccc2C1=O	-9	-0.8%
O=C1Nc2ccccc2Oc2cc([N+](=O)[O-])ccc21	4	6.3%
COC(=O)c1c(NC(=O)c2ccco2)sc(C)c1C	7	-1.5%
Cc1ccc(S(=O)(=O)NNc2ccccc2)cc1	3	6.5%
COc1cccc(CNC(=O)CCl)c1	11	1.0%
O=c1ncn(-c2cccc(F)c2)c2ncccc12	-3	-6.6%
CCN(CC)S(=O)(=O)c1cccc(C(=O)N[C@H](C(=O)O)C(C)C)c1	.	-2.7%
O=C(O)c1cc2c([nH]c1=O)CCCC2	4	1.5%
CS(=O)(=O)c1cc([N+](=O)[O-])c(Sc2nc3ccccc3[nH]2)c([N+](=O)[O-])c1	9	5.0%
CCCn1c(=NC(=O)c2c(-c3c(F)cccc3Cl)noc2C)c(C(=O)OCC)cc2c(=O)n3ccccc3nc21	-9	-5.4%

Screens from PubChem.
